Screening data (PubChem BioAssay)
Cycloheximide cs: counter-screen for Shiga toxin inhibitors: cycloheximide protein synthesis inhibition. cell reporter, cycloheximide protein synthesis inhibition counterscreen. max response, %. 300,000 compounds, 12% hits. AID 2314; in the data active = max response mostly above about 13%, no sharp cut-off; inactive = mostly below about 14%; also: read at 38.3 µM for the half of the compounds with a filed dose; 0% is about no effect
Pf growth 48h: P. falciparum growth inhibition at 48 hours (one generation). P. falciparum luciferase growth in erythrocytes, 48 h. Potency, µM (top dose mostly 28.7 µM), without a hit: at the top dose activity change, negative = inhibition, most hits filed as inhibitors. 310,000 compounds, 5.9% hits. AID 504832; also: potency is read from the fitted curve at half-maximal effect; % is scaled to controls: 0 for no effect and ±100 for the full control effect
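Cell-based growth assay: transgenic P. falciparum expressing firefly luciferase, cultured in red cells within RPMI 1640 containing 0.5% w/v Albumax, 24 mM bicarbonate and gentamycin. A drop in luciferase activity indicates inhibition.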
LmPK inh: blocks Leishmania mexicana pyruvate kinase activity; purified LmPK, Kinase-Glo ATP luminescence, 1 h; Q27686; 290,000 compounds, 0.37% hits; Potency, µM (doses to about 57.5 µM), for the others: at the highest dose activity change, negative = inhibition, actives largely listed as inhibitors; AID 1721; also: potency is read from the fitted curve at half-maximal effect; % is scaled to controls: 0 for no effect and ±100 for the full control effect
Target sequence (Q27686 whole entry, looked up): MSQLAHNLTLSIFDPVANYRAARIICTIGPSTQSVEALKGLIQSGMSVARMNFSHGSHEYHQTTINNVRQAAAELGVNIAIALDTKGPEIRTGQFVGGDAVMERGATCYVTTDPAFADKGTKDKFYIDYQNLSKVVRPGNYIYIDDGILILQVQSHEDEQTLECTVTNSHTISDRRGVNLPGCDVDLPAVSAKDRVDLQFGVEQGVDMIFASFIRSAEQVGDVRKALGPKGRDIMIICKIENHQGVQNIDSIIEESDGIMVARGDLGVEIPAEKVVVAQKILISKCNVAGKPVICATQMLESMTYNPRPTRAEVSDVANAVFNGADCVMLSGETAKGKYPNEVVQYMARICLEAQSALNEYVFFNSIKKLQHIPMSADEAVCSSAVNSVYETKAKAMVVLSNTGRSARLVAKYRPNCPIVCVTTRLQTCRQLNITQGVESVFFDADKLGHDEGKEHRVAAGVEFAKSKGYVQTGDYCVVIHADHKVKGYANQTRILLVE
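Purified LmPK (0.1 nM) converted ADP (0.1 mM) to ATP with PEP (0.5 mM) in imidazole buffer pH 7.2 with KCl and MgCl2, 1 h at room temperature. ATP was read by Kinase-Glo luminescence; data normalized to uninhibited and no-enzyme controls.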
Shiga inhibitor: inhibitors of Shiga toxin in Vero cells; 290,000 compounds, 9.2% hits; Vero cells, Shiga toxin protein synthesis inhibition reporter; AID 2315; inhibition, % at 38.7 µM; in the data active = inhibition mostly above about 28%, no sharp cut-off; inactive = mostly below about 43%; also: 0% is about no effect
AmpC inh no detg: inhibitors of E. coli AmpC beta-lactamase without detergent; 330,000 compounds, 0.52% hits; AmpC nitrocefin hydrolysis, absorbance 480 nm, 0.0001% Triton; Potency, µM (top dose mostly 57.1 µM), inactives show at the highest dose activity change, negative = inhibition, usual class: inhibitors;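 also: potency is read from the fitted curve at half-maximal effect; plate controls were no compound for no effect and no enzyme for full effect; nearly all actives have a fitted effect of over 20% in size; some results filed as inactive show a strong effect at the top dose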
Target sequence (P00811 whole entry, looked up): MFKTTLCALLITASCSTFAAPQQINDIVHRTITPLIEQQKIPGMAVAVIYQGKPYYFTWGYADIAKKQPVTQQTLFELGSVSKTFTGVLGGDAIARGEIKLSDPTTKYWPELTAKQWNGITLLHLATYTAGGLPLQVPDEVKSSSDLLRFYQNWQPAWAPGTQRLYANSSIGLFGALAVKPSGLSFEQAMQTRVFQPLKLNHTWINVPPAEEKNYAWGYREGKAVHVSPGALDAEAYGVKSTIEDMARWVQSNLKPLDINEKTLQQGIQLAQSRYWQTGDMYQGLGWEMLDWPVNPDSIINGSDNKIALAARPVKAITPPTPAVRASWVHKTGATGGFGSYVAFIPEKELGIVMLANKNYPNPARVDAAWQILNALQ
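20 mM phosphate pH 7.0 + 0.01% (detergent screen) or 0.0001% Triton X-100; 5.3 nM AmpC reagent; cpd preinc 15 min RT; nitrocefin (800 uM stock) to start; A480 q20 s × 4 min; Activity was normalised to no-enzyme and no-compound control wells.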
TbPYK inhibitor: blocks Trypanosoma brucei pyruvate kinase; TbPYK enzyme, Kinase-Glo Plus ATP luminescence, 45 min; Potency, µM (doses to about 76.8 µM), inactives show top-dose activity, negative = inhibition, hits mostly inhibitors; 410,000 compounds, 0.12% hits; AID 624173; also: potency is read from the fitted curve at half-maximal effect; % is scaled to controls: 0 for no effect and ±100 for the full control effect; nearly all actives have a fitted effect of over 50% in size
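Enzyme and substrate buffer are dispensed first and compound is pin-transferred. ADP at 130 uM final then starts the reaction, which runs 45 min at room temperature. Detection reagent is added for 10 min before luminescence is imaged.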
Pf growth 96h: P. falciparum growth inhibition at 96 hour, primary screen for plastid delayed-death inhibitors; Potency, µM (titrated, usually from 28.7 µM), without a hit: at the highest dose activity change, negative = inhibition, hits mostly inhibitors; P. falciparum luciferase reporter growth, 96 h; 320,000 compounds, 6.9% hits; AID 504834; also: potency is read from the fitted curve at half-maximal effect; % is scaled to controls: 0 for no effect and ±100 for the full control effect
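Readout is luminescence from an integrated firefly luciferase in P. falciparum. Red cells, 2% hematocrit and 0.05% parasitemia final, were cultured with compound through two parasite generations (96 hours) at 37 C, 5% CO2.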
Starred values were filed as active, the others as inactive; ? = inconclusive; / = not tested or not shown; [ ] = remark or other dose. Unless noted, calls follow the shape of the dose curve; as a rule, active = well fitted curve in the direction sought with a large enough effect; inconclusive = small, poorly fitted or top-dose-only effect, or another doubt; inactive = no such curve, though single readings can be large; an effect the other way counts as inactive or inconclusive.

| SMILES | Cycloheximide cs | Pf growth 48h | LmPK inh | Shiga inhibitor | AmpC inh no detg | TbPYK inhibitor | Pf growth 96h |
| --- | --- | --- | --- | --- | --- | --- | --- |
| CCC(C(=O)NCC1CCCO1)n1nc(C)c2sc3ccccc3c2c1=O (stereo not given) | -7 | -9% | -7% | -11 | 70%[activator] | 0% | ? |
| Cc1cnc(C(=O)N2CCc3c([nH]c4ccccc34)C2c2ccc(F)cc2)cn1 (stereo not given) | 4 | 5.2µM* | 5% | 25 | 128%[activator] | -6% | ? |
| Cc1cc(C(=O)N/N=C/c2ccc(N(C)C)cc2)c2ccccc2n1 | 6 | 7% | 1% | 23 | -11% | 0% | -14% |
| CCOc1ccccc1-c1nc(C(N)=O)c2[nH]c(=O)n(-c3ccccc3)c2n1 | -4 | ? | 1% | -9 | -29% | 1% | 39%[activator] |
| Cc1cc(C(=O)NCc2ccc(F)cc2)n(-c2ccccc2)n1 | -1 | 16% | -1% | 8 | 0% | 2% | 5% |
| CC1CCC(N(C(=O)c2csnn2)C(C(=O)NC(C)(C)C)c2cccnc2)CC1 (stereo not given) | 6 | 19% | -1% | 6 | 33% | 2% | 27% |
| COc1ccc(OCC(O)CNC2CCCC2)cc1 (stereo not given) | -1 | 4% | -4% | 10 | -20% | 4% | -27% |
| COc1ccc(CCNC(=O)COc2ccc(N(C)S(=O)(=O)c3ccc(C)cc3)cc2)cc1 | 10 | ? | -1% | -6 | 2% | 3% | ? |
| COc1ccc(NC(=O)CNC(=O)c2ccc([N+](=O)[O-])cc2)cc1 | 3 | 0% | -3% | 46 | 3% | 6% | ? |
| CC(=O)Cc1nsc(Nc2ccccc2)n1 | 12 | / | 4% | 20 | -24% | -3% | 15% |
| CCc1nnc(NC(=O)c2ccc(S(=O)(=O)N3CCCCCC3)cc2)s1 | -3 | 2% | 1% | -12 | -15% | 2% | / |
| COc1ccc(CNC(=O)CCCn2nc(C)c3c(C)n(-c4ccc(C)cc4)nc3c2=O)cc1 | -3 | ? | 4% | 26 | 4% | 6% | ? |
| CC(C)Cc1ccc(/C(=N/O)C(=O)O)s1 | -3 | -2% | 1% | 26 | -10% | -5% | ? |
| O=C(Nc1nnc(SCCN2CCOCC2)s1)C1CC(=O)N(c2ccccc2)C1 (stereo not given) | 1 | -23% | -6% | -2 | 17% | -9% | ? |
| COCCNC(=O)C(OC(=O)c1ccco1)c1ccccc1OC (stereo not given) | -2 | 8% | -7% | -2 | -9% | 0% | 33%[activator] |
| COc1ccc(NC(=O)CCN2C(=O)c3ccccc3S2(=O)=O)cc1 | 19 | 7% | 2% | 12 | / | 4% | 3% |
| O=C(CN1CCN(C2CCS(=O)(=O)C2)CC1)N1N=C(c2ccc(Cl)cc2)CC1c1ccco1 (stereo not given) | / | 29% | / | / | 196%[activator] | 2% | 70%[activator] |
| CN(C(=O)c1ccc(NC(=O)Cc2ccc(NC(=O)C3CCCN(C(=O)C4CCC4)C3)cc2)cc1)C1CC1 (stereo not given) | / | ? | / | / | 44% | 3% | ? |
| O=C(CC1C(=O)NCCN1Cc1ccc(Cl)c(F)c1)NCCc1cccnc1 (stereo not given) | 1 | 9% | 7% | 25 | 42% | -4% | 12% |
| COc1cc(-c2nnc(SCc3cc(=O)oc4cc(O)c(O)cc34)o2)cc(OC)c1OC | -1 | ? | 14% | -19 | ? | -20% | / |
| Cc1ccc(-c2cc(C(=O)Nc3ccc4c(c3)OCCO4)c3ccccc3n2)cc1 | 55* | -91% | -2% | 125* | -12% | 6% | 23% |
| CC1CCN(S(=O)(=O)c2ccc(NC(=O)c3ccncc3)cc2)CC1 | 1 | -40% | -24% | -36 | 54% | -1% | 14% |
| COc1ccc(/C=C/C(=O)NC2=NCCS2)cc1OC | 38* | 34%[activator] | 3% | 70* | 2% | 0% | 29% |
| CCCn1nnnc1SCC(=O)Nc1sc(C)c(C)c1C#N | 5 | 31%[activator] | 1% | 27 | -23% | -3% | 62%[activator] |
| CCOC(=O)CSc1nc(C)c(C(=O)OCC)s1 | 0 | 0% | -3% | 13 | -1% | -14% | / |
| Cn1cc(CN2CCc3sccc3C2)c(-c2ccccc2F)n1 | -3 | ? | 6% | -14 | -4% | 0% | -2% |
| N#CC(C#N)=Cc1ccc(-c2ccccc2F)o1 | -3 | 46%[activator] | -1% | -11 | -7% | 1% | ? |
| O=c1c2ccccc2nc(CNCc2ccco2)n1-c1ccc(F)cc1 | -1 | ? | 0% | 14 | -13% | -5% | ? |
| CC(=O)OCCNc1nc(-c2ccccc2)nc2ccccc12 | 10 | -16% | 0% | -25 | -15% | -9% | 11% |
| CCC1C(C#N)=C(N)OC2=C1C(=O)CC(C)(C)C2 (stereo not given) | -1 | 3% | -9% | -4 | -22% | 3% | -11% |

Complete entries from above. Values in the order: Cycloheximide cs, Pf growth 48h, LmPK inh, Shiga inhibitor, AmpC inh no detg, TbPYK inhibitor, Pf growth 96h
Cn1cc(CN2CCc3sccc3C2)c(-c2ccccc2F)n1 in the list: -3, ?, 6%, -14, -4%, 0%, -2%
COc1ccc(OCC(O)CNC2CCCC2)cc1 (stereo not given) in the list: -1, 4%, -4%, 10, -20%, 4%, -27%
COc1ccc(/C=C/C(=O)NC2=NCCS2)cc1OC in the list: 38*, 34%[activator], 3%, 70*, 2%, 0%, 29%

(listing goes on)
| SMILES | Cycloheximide cs | Pf growth 48h | LmPK inh | Shiga inhibitor | AmpC inh no detg | TbPYK inhibitor | Pf growth 96h |
| --- | --- | --- | --- | --- | --- | --- | --- |
| CCOC(=O)c1cn2nc(-c3ccc(OC)cc3)cc2nc1C1CCN(C(=O)OC(C)(C)C)CC1 | -2 | 14% | 1% | -14 | -4% | -8% | ? |
| CCCCC#Cc1ccc(C(=O)NNC(=O)Nc2cc(Cl)cc(Cl)c2)o1 | -3 | -1% | -3% | -7 | 14µM* | 2% | 27% |
| COc1cc(OC)c(OC)cc1CN1CCN(C(=O)c2cccc3ccccc23)CC1 | -1 | -20% | -2% | -8 | 124%[activator] | -11% | -24% |
| O=C(O)c1cccc(NC(=O)c2ccc3c(c2)C(=O)N(c2cccc([N+](=O)[O-])c2)C3=O)c1 | -3 | 38%[activator] | 7% | 2 | -21% | 0% | 5.9µM* |
| COC(=O)C1CCN(c2nc3ccccc3nc2C(C#N)C(=O)NCCc2ccccc2)CC1 (stereo not given) | 11 | -2% | 0% | 76 | -4% | -4% | 15µM* |
| CC(=O)Nc1ccc(C(=O)OCC(=O)NC(=O)NC2CCCCC2)cc1 | 1 | / | 12% | -13 | -3% | 2% | ? |
| Cc1ccc(C(=O)Nc2ccc(C)c(S(=O)(=O)Nc3ccccc3Cl)c2)s1 | 8 | -8% | -5% | 2 | -21% | 2% | 4% |
| CCC(C)(C(=O)NC1CCCCC1)N(C(=O)CNC(C)=O)c1c(C)n(C)n(-c2ccccc2)c1=O (stereo not given) | -3 | 3% | 0% | -5 | 8% | 2% | 46%[activator] |
| CN(C)CCn1c2c(c(SCC(=O)Nc3cccc4ccccc34)nc1=O)CCCC2 | / | ? | / | / | 76%[activator] | 7% | ? |
| COCCN(Cc1ccc(F)cc1)C(=O)c1cc2ccccc2oc1=O | 13 | 6% | -1% | 16 | 3% | -3% | 32%[activator] |
| CCOc1ccc(NC(=O)C(C)Oc2ccccc2C(=O)Nc2cccc(Cl)c2Cl)cc1 (stereo not given) | -3 | -14% | -3% | -13 | -16% | 11% | ? |
| CCCn1c(SCC(=O)Nc2ccccc2-c2ccccc2)nnc1-c1ccoc1C | 15 | ? | 2% | 39 | 90% | -6% | ? |
| Fc1ccc(-c2cc(C(F)(F)F)nc(N3CCCCC3)n2)cc1 | -2 | -4% | -7% | -12 | -12% | -2% | ? |
| Cc1cccc(N2C(=O)CSC2c2cccnc2)c1 (stereo not given) | 10 | / | 4% | -4 | -8% | 4% | -7% |
| CCc1ccc(N(C(=O)c2ccco2)C(C(=O)NC2CCCC2)c2ccncc2)cc1 (stereo not given) | 15* | -13% | -4% | 74* | 18% | 1% | ? |
| Cc1ccccc1NC(=O)CCCC(=O)c1ccccc1 | 16 | ? | 1% | -5 | 5% | 3% | ? |
| C=CCNC(=S)N1CCN(S(=O)(=O)c2ccc(C)cc2)CC1 | 1 | ? | 1% | 3 | -6% | 0% | -19% |
| O=C(NCc1ccccn1)c1ccc(Cn2c(=S)[nH]c3ccc(Br)cc3c2=O)cc1 | 2 | ? | 0% | 3 | -25% | -28% | 0% |
| CN1CCN(Cc2nc3ccccc3c(=O)n2CC#N)CC1 | -1 | -4% | -3% | -15 | -19% | 0% | 4% |
| CCn1c(SC)nnc1C1CCN(CC(=O)Nc2ccccc2N2CCOCC2)CC1 | 2 | -14% | -7% | -26 | 80%[activator] | -12% | ? |
| COc1ccccc1CNC(=O)c1ccoc1C | 16 | 4% | 1% | 1 | 0% | -7% | / |
| COc1ccccc1NS(=O)(=O)c1cccc(C(=O)N/N=C/c2ccc([N+](=O)[O-])o2)c1 | / | 1.9µM* | / | / | -15% | 10% | 1.7µM* |
| O=C1CCC(=O)N(c2ccccc2)N1 | 5 | / | -1% | -5 | 0% | -9% | 12% |
| CCCCNS(=O)(=O)c1ccc2nc(-c3cccnc3)cc(C(=O)NC3CC3)c2c1 | -3 | ? | 0% | -5 | 18% | 2% | ? |
| Cc1cc(OC(=O)c2ccccc2C)c([N+](=O)[O-])c(=O)[nH]1 | -1 | -4% | 0% | -3 | -3% | 1% | -23% |
| O=S(=O)(Nc1ccccn1)c1cnc(Cl)c(Br)c1 | -4 | -16% | -1% | -6 | -16% | -7% | ? |
| N#Cc1nc(Cc2cccc3ccccc23)oc1N1CCN(c2ccccc2)CC1 | -4 | / | 6% | 11 | -13% | -3% | -30% |
| CCOC(=O)c1nnn(-c2nonc2N)c1CN1CCCC1 | 1 | -13% | -1% | -6 | -4% | 3% | 0.66µM* |
| CC1=C(C)CS(=O)N(S(=O)(=O)c2ccc(Cl)cc2)C1 (stereo not given) | 11 | -11% | -9% | 25 | -17% | ? | 31%[activator] |
| Cc1ccccc1Oc1nc2c(c(=O)n(C)c(=O)n2C)n1C | -1 | -1% | 1% | -3 | 0% | 0% | -4% |

Carrying on.
| SMILES | Cycloheximide cs | Pf growth 48h | LmPK inh | Shiga inhibitor | AmpC inh no detg | TbPYK inhibitor | Pf growth 96h |
| --- | --- | --- | --- | --- | --- | --- | --- |
| Cn1cnnc1SCC(=O)Nc1nc(-c2ccc(F)cc2)cs1 | 10 | 23% | -2%[11.5 µM] | 13 | -23% | -1% | 65%[activator] |
| O=C(NCCN1CCOCC1)C1CCN(Cc2ccccc2O)CC1 | -3 | -2% | -6% | -19 | -20% | 32%[activator] | 59%[activator] |
| c1coc(-c2nnc3n2C2(CCCC2)Cc2ccccc2-3)c1 | 1 | -13% | -5% | -12 | 46% | -1% | / |
| CCOC(=O)C1CCN(C(=O)CCCN2C(=O)c3ccccc3C2=O)CC1 | -1 | 7% | 1% | -5 | 2% | -1% | / |
| Cc1c(C(=O)N2CCN(c3ncccn3)CC2)oc2ccc(Cl)cc12 | / | 15% | / | / | 121%[activator] | 6% | 9% |
